M5 PAM – potentiates acetylcholine response at human M5 receptor; 360,000 compounds, 0.3% hits; AID 624038; P08912; activation, % at 3 µM; CHO-K1 hM5, Fluo-8 calcium, ACh EC20 PAM; 0% = ACh EC20, 100% = ACh EC100;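 active = activation above the run cutoff, the mean activation of all test compounds plus 3 SD, cut at about 18% in these data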
Target sequence (P08912 whole entry, looked up): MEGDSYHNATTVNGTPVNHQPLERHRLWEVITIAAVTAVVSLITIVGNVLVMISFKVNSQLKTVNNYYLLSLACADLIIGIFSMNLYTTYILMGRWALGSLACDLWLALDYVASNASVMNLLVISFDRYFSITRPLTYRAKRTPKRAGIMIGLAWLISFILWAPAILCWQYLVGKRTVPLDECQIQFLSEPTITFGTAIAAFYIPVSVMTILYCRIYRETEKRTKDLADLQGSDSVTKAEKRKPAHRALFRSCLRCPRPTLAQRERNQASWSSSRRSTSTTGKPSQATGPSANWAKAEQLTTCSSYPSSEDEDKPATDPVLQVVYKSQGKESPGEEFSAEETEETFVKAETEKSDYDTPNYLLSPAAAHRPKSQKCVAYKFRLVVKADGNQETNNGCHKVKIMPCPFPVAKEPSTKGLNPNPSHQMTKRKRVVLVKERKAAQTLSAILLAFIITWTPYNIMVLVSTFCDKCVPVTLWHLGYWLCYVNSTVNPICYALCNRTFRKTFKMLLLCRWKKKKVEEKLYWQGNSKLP
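Replicates: One well per compound, no replicates | System: Human M5 receptor in CHO-K1 cells | Benchmarks: Low control EC20 acetylcholine (0%), high control EC100 acetylcholine (100%) | Probe or stimulus: Acetylcholine, EC20 level | Times: Fluo-8 loading 80 min at 37 °C plus 30 min room temperature | Signal: Intracellular calcium via Fluo-8 fluorescence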
CHRM4 antagonist – CHRM4 antagonism in calcium assay | P08173 | CHO-hM4 cells, ACh EC80, Fluo-8 calcium fluorescence | inhibition, % at 3 µM | 360,000 compounds, 0.73% hits;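 active = inhibition above its plate's cutoff, the mean inhibition of sample wells plus 3 SD, cut at about 27% in these data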;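 also: 0% = acetylcholine EC80 with DMSO and 100% = DMSO without agonist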
Target sequence (P08173 whole entry, looked up): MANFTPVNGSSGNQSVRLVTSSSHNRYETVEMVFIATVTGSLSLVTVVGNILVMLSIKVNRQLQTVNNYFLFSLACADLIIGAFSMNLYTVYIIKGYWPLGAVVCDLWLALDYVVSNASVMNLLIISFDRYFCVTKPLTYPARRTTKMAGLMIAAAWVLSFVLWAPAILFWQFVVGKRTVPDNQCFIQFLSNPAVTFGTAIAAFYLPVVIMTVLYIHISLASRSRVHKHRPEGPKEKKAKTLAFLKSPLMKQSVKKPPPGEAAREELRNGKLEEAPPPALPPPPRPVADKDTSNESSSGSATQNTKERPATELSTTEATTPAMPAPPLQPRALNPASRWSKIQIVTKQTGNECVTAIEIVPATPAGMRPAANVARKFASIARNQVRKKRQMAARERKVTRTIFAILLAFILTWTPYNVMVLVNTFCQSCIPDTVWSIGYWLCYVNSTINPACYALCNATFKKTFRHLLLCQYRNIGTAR
CRFBP-R2 agonist – CRF-BP/CRF-R2 complex agonism. HEK293 CRF-R2/CRF-BP, calcium dye fluorescence (FLIPR); percent of saturating CRF peptide response. activation, % at 13.2 µM. 350,000 compounds, 0.46% hits. AID 588473;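 active = activation of at least 50%, plus an integration ratio under a set limit after plate pattern correction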;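 also: plate controls were neutral control wells without compound for no effect and CRF at EC100 for full effect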
M4 PAM – CHRM4 positive allosteric modulation; 360,000 compounds, 0.4% hits; AID 624126; P08173; activation, % at 3 µM; CHO-K1 hM4/Gqi5, Fluo-8 calcium fluorescence, ACh EC20; 0% = ACh EC20, 100% = maximal ACh;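 active = activation above its plate's cutoff, the mean activation of sample wells plus 3 SD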; also: some results filed as inactive read as strong as hits
CHRM5 antagonist – antagonists of human muscarinic M5 receptor (CHRM5) | inhibition, % at 3 µM | AID 624040 | CHO-hM5 cells, Fluo-8 calcium fluorescence, ACh EC80 | P08912 | 360,000 compounds, 0.59% hits;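 active = inhibition above a per-plate cutoff, the mean of that plate's test compounds plus 3 SD, cut at about 27% in these data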;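 also: 0% = acetylcholine EC80 with DMSO and 100% = DMSO without agonist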
CHRM4 agonist – agonists of human muscarinic M4 receptor (CHRM4). activation, % at 3 µM. CHO-K1 hM4/Gqi5, Fluo-8 calcium fluorescence; vehicle 0%, full acetylcholine response 100%. 360,000 compounds, 0.14% hits. AID 624127;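 active = activation above the run mean over all test wells plus 3 SD, cut at about 32% in these data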;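 also: peak over basal fluorescence ratio per well then scaled between controls; 0% = DMSO wells and 100% = acetylcholine at EC100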
CHRM1 PAM – human CHRM1 positive allosteric modulation; P11229; activation, % at 3 µM; 360,000 compounds, 0.088% hits; CHO-K1 hM1, Fluo-8 calcium fluorescence, ACh EC20; 0% = ACh EC20, 100% = maximal ACh; in the data active = activation above about 19%, passing the limit was not always enough
M5 ag – CHRM5 agonism in calcium assay; P08912; CHO-K1 hM5 cells, Fluo-8 calcium fluorescence; 0% DMSO wells, 100% maximal acetylcholine response; activation, % at 3 µM; 360,000 compounds, 0.19% hits;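 active = activation above the run's mean over test compounds plus 3 SD, cut at about 23% in these data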;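 also: signal is peak over basal fluorescence ratio across the kinetic read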
CRFBP-R2 block – antagonists of CRF-binding protein/CRF-R2 receptor complex | HEK293 CRF-R2/CRF-BP, CRF-induced calcium fluorescence | inhibition, % at 11.8 µM | 350,000 compounds, 0.59% hits | AID 588475;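 active = inhibition of the ligand-induced calcium signal above about 50% at the single tested concentration, limit read from the data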
Starred values were filed as active, the others as inactive; x = no result given.

1	CCOc1[nH]n(-c2ccccc2)c(=O)c1C=Nc1ccc(C)cc1
2	CCOC(=O)C1CCN(C(=O)COC(=O)CNS(=O)(=O)c2ccc(SC)c([N+](=O)[O-])c2)CC1
3	CC(C)CN1C(=O)CSCC1(C)C(=O)NCc1ccccc1 (configuration not stated)
4	Cc1cc(C(=O)COC(=O)c2cccnc2Cl)c(C)n1-c1c(C)n(C)n(-c2ccccc2)c1=O
5	CCOC(=O)c1c(NC(=O)CSc2n[nH]c(-c3ccco3)n2)sc(C)c1C
6	O=C1c2cccc3c(O)ccc(c23)C(=O)N1Cc1ccccc1
entry no. | 1 | 2 | 3 | 4 | 5 | 6
M5 PAM | -8 | 0 | -6 | -3 | 0 | -34
CHRM4 antagonist | -10 | 1 | 7 | 4 | 5 | 47*
CRFBP-R2 agonist | -0.1 | 0.9 | x | 0.0 | -1.1 | 248
M4 PAM | -2 | 6 | -1 | -1 | 3 | -28
CHRM5 antagonist | 7 | -3 | 9 | 12 | -2 | 56*
CHRM4 agonist | 1 | 5 | 1 | 1 | -2 | 178*
CHRM1 PAM | 5 | 4 | x | 10 | 2 | -28
M5 ag | 0 | 2 | 0 | -3 | 1 | 173*
CRFBP-R2 block | -6 | 6 | x | -3 | 0 | -196

Sorted by the number under CHRM5 antagonist (rising): some entries from above
cpd	SMILES	M5 PAM	CHRM4 antagonist	CRFBP-R2 agonist	M4 PAM	CHRM5 antagonist	CHRM4 agonist	CHRM1 PAM	M5 ag	CRFBP-R2 block
2	CCOC(=O)C1CCN(C(=O)COC(=O)CNS(=O)(=O)c2ccc(SC)c([N+](=O)[O-])c2)CC1	0	1	0.9	6	-3	5	4	2	6
5	CCOC(=O)c1c(NC(=O)CSc2n[nH]c(-c3ccco3)n2)sc(C)c1C	0	5	-1.1	3	-2	-2	2	1	0
1	CCOc1[nH]n(-c2ccccc2)c(=O)c1C=Nc1ccc(C)cc1	-8	-10	-0.1	-2	7	1	5	0	-6
3	CC(C)CN1C(=O)CSCC1(C)C(=O)NCc1ccccc1 (configuration not stated)	-6	7	x	-1	9	1	x	0	x
4	Cc1cc(C(=O)COC(=O)c2cccnc2Cl)c(C)n1-c1c(C)n(C)n(-c2ccccc2)c1=O	-3	4	0.0	-1	12	1	10	-3	-3
6	O=C1c2cccc3c(O)ccc(c23)C(=O)N1Cc1ccccc1	-34	47*	248	-28	56*	178*	-28	173*	-196

Next section.
7	O=C(Nc1ccc(O)c(-c2nc3ccccc3o2)c1)C1(c2ccccc2)CCCC1
8	COc1cccc(/C=C/C(=O)OCC(=O)N(C)CC(=O)Nc2ccccc2Cl)c1OC
9	Cc1nc(SCC(=O)N2CCOCC2)c2ccsc2n1
10	O=C(OCc1ccccc1F)c1cc(S(=O)(=O)N2CCCCC2)ccc1N1CCOCC1
11	O=C(CSc1nccn1Cc1ccco1)Nc1ccc(F)cc1
12	CCOC(=O)C(=O)Nc1ccc(OC)c(Cl)c1
entry no. | 7 | 8 | 9 | 10 | 11 | 12
M5 PAM | 7 | -1 | 8 | -4 | -2 | 0
CHRM4 antagonist | 7 | 3 | 1 | -3 | 6 | -3
CRFBP-R2 agonist | 4.8 | 0.1 | 0.6 | 0.2 | -2.8 | 0.7
M4 PAM | 0 | 1 | 9 | -6 | -2 | 23*
CHRM5 antagonist | -2 | -1 | 10 | 3 | 0 | 5
CHRM4 agonist | -1 | 3 | 0 | 4 | 1 | 2
CHRM1 PAM | 15 | -4 | -5 | 1 | 3 | 11
M5 ag | 1 | 0 | -4 | 0 | -3 | -3
CRFBP-R2 block | -6 | -4 | 11 | 2 | -11 | 19

13	OCCNc1nc2nonc2nc1NCCO
14	CC(C)(C)c1ccc(S(=O)(=O)N2CCN(C(=O)c3ccc4c(c3)C(=O)N(Cc3ccncc3)C4=O)CC2)cc1
15	COc1ccc(CN2CCN(c3ccccn3)CC2)cc1OCc1ccccc1
16	Cn1cccc1Cc1nnc(SCC(=O)NCC2CCCO2)n1-c1ccc(F)cc1 (configuration not stated)
17	Nn1c(SCC(=O)NCCN2C(=O)CSC2=O)nnc1-c1ccc(OC(F)F)cc1
18	Cc1ccc([C@H]2C[C@@H](n3cc(COC(=O)c4ccccc4)nn3)[C@H](O)CN2Cc2cccs2)cc1
entry no. | 13 | 14 | 15 | 16 | 17 | 18
M5 PAM | 0 | -8 | -6 | 0 | 8 | 7
CHRM4 antagonist | -1 | -10 | -16 | -5 | -7 | -5
CRFBP-R2 agonist | -1.6 | 0.3 | -2.1 | -0.1 | 0.7 | 3.8
M4 PAM | -2 | 4 | -4 | 6 | 1 | 4
CHRM5 antagonist | 0 | 7 | 0 | 1 | -11 | -6
CHRM4 agonist | 1 | 2 | 9 | 1 | 0 | 0
CHRM1 PAM | 6 | 0 | -5 | 6 | 1 | 6
M5 ag | -1 | 3 | 1 | 1 | -4 | 1
CRFBP-R2 block | 8 | 5 | 46 | 1 | 13 | -4

19	COc1ccc(NC(=O)Cn2ccc(C(F)(F)F)n2)cc1S(=O)(=O)N1CCOCC1
20	Cc1ccc(NC(=S)N(Cc2ccco2)C(C)c2cccs2)c(Cl)c1 (configuration not stated)
21	O=[N+]([O-])c1cccc2cn[nH]c12
22	CC(C)(C)OC(=O)N1CCC(CNC(=O)c2ccccc2)CC1
23	CCN(CC(=O)Nc1cc(Cl)ccc1C)C(=O)c1nc2nc(C)cc(C)n2n1
24	O=C(CN1CCN(Cc2cccc(Cl)c2)C1=O)NCC1CCCO1 (configuration not stated)
entry no. | 19 | 20 | 21 | 22 | 23 | 24
M5 PAM | 5 | 5 | -4 | 7 | -3 | -5
CHRM4 antagonist | -3 | 0 | 12 | -11 | -11 | -4
CRFBP-R2 agonist | 1.9 | 0.9 | 0.2 | 1.7 | -0.8 | 0.2
M4 PAM | -3 | -1 | -5 | 7 | 7 | -1
CHRM5 antagonist | 13 | 12 | 1 | -21 | 14 | 3
CHRM4 agonist | 0 | -1 | 0 | 2 | 3 | 1
CHRM1 PAM | 1 | -1 | -2 | 17 | 14 | 3
M5 ag | -2 | -5 | 2 | 8 | -3 | 1
CRFBP-R2 block | -3 | 15 | 6 | 0 | -4 | 3

Records listed above printed as active in M4 PAM.
12	CCOC(=O)C(=O)Nc1ccc(OC)c(Cl)c1
entry no. | 12
M5 PAM | 0
CHRM4 antagonist | -3
CRFBP-R2 agonist | 0.7
M4 PAM | 23*
CHRM5 antagonist | 5
CHRM4 agonist | 2
CHRM1 PAM | 11
M5 ag | -3
CRFBP-R2 block | 19

Following part:
25	Cc1cnc(NC(=O)C(C)N2CCN(C)CC2)s1 (configuration not stated)
26	Cc1nn(-c2ccc(Cl)c(Cl)c2)c(=O)c2ccccc12
27	COc1ccc2[nH]c3c(NCCN(C(C)C)C(C)C)ncnc3c2c1
28	CCn1c(SCC(=O)Nc2nc(C)cs2)nnc1C(NC(=O)c1ccccc1Cl)C(C)C (configuration not stated)
29	Cc1cc(=O)oc2cc(OCC(=O)Nc3ccc(F)cc3F)ccc12
30	Cn1cccc1C(=O)NC(=O)COC(=O)c1ccccc1Sc1ccccc1C#N
entry no. | 25 | 26 | 27 | 28 | 29 | 30
M5 PAM | -4 | -2 | 2 | 1 | 5 | 0
CHRM4 antagonist | 0 | 15 | 1 | 3 | 1 | 3
CRFBP-R2 agonist | -0.2 | 0.0 | 1.5 | -0.7 | -0.4 | 0.9
M4 PAM | -4 | -1 | -4 | -1 | 7 | 1
CHRM5 antagonist | 0 | 3 | 1 | -1 | -3 | 0
CHRM4 agonist | 0 | 0 | 0 | 1 | 1 | 1
CHRM1 PAM | -9 | 4 | 2 | 10 | 2 | 1
M5 ag | -5 | 2 | -1 | 0 | 2 | -5
CRFBP-R2 block | -2 | 13 | -8 | 6 | -3 | 13

In the list so far, 2 have a tert-butyl group.
14	CC(C)(C)c1ccc(S(=O)(=O)N2CCN(C(=O)c3ccc4c(c3)C(=O)N(Cc3ccncc3)C4=O)CC2)cc1
22	CC(C)(C)OC(=O)N1CCC(CNC(=O)c2ccccc2)CC1
entry no. | 14 | 22
M5 PAM | -8 | 7
CHRM4 antagonist | -10 | -11
CRFBP-R2 agonist | 0.3 | 1.7
M4 PAM | 4 | 7
CHRM5 antagonist | 7 | -21
CHRM4 agonist | 2 | 2
CHRM1 PAM | 0 | 17
M5 ag | 3 | 8
CRFBP-R2 block | 5 | 0

The list goes on.
31	CC(C)(C)c1ccc(C(=O)NNC(=S)NCC2CCCO2)cc1 (configuration not stated)
32	O=C(Cc1c(F)cccc1Cl)Nc1nccs1
33	COc1ccc(OC)c(NC(=O)CCc2nnc3ccc(NCc4ccco4)nn23)c1
34	Cc1ccc(N(CC(=O)NC(C)(C)C)C(=O)CNC(=O)c2cccs2)cc1
35	Cc1ccc(C)c2c1c1ccccc1n2C
36	COc1ccc2cc(CN(CCO)C(=O)c3ccccc3F)c(=O)[nH]c2c1
entry no. | 31 | 32 | 33 | 34 | 35 | 36
M5 PAM | 2 | -2 | 8 | -3 | 2 | 3
CHRM4 antagonist | -4 | 1 | 3 | 1 | -12 | 2
CRFBP-R2 agonist | -1.8 | -1.2 | 1.1 | 3.3 | -1.8 | 0.3
M4 PAM | 0 | -2 | -3 | -6 | 5 | 0
CHRM5 antagonist | -1 | 9 | 0 | 3 | 8 | 1
CHRM4 agonist | 1 | 0 | 2 | -1 | -1 | 1
CHRM1 PAM | 7 | 8 | -2 | 3 | 8 | 12
M5 ag | 1 | 1 | 2 | 0 | -1 | 1
CRFBP-R2 block | 12 | 1 | 2 | -11 | -5 | -24

37	COC1C=CC(CNC(=O)c2cc3c(=O)n4cccc(C)c4nc3n2C)(OC)O1 (configuration not stated)
38	O=C(OCCN=C1NS(=O)(=O)c2ccccc21)c1ccccc1F
39	CCOc1ccc(N2CC(C(=O)Nc3cc(Cl)ccc3-n3cncn3)CC2=O)cc1 (configuration not stated)
40	CCCn1cc(CN2CCC(n3nccc3NC(=O)C(OC)c3ccccc3)CC2)c(C)n1 (configuration not stated)
41	CC(=O)C[C@H](O)CC(=O)[C@H]1OC(=O)[C@H](C)C/C=C\Cc2ccccc21
42	N#Cc1c(NC(=O)CN2CCN(C(=O)c3ccco3)CC2)sc2c1CCCCC2
43	NS(=O)(=O)c1ccc(CNC(=O)COc2ccc3c4c(c(=O)oc3c2)CCCC4)cc1
44	Cc1ccccc1-c1nc2sc3c(c2c(=O)o1)CCC3
45	COc1ccc(NC(=O)C2=NN(c3ccccc3)C(=O)CC2)cn1
entry no. | 37 | 38 | 39 | 40 | 41 | 42 | 43 | 44 | 45
M5 PAM | -6 | -1 | -7 | 0 | -7 | -6 | -3 | -3 | 0
CHRM4 antagonist | -5 | 6 | -9 | 7 | -4 | -13 | 2 | 12 | 9
CRFBP-R2 agonist | -0.7 | -0.6 | -2.1 | 10 | 1.8 | -2.4 | -0.7 | 1.4 | 1.9
M4 PAM | 2 | -1 | 4 | 11 | 6 | -4 | 2 | 10 | 1
CHRM5 antagonist | 5 | 15 | 7 | 7 | 15 | 4 | -1 | 0 | 13
CHRM4 agonist | 2 | 2 | 1 | 1 | 1 | 9 | 0 | 1 | 2
CHRM1 PAM | 11 | 7 | 9 | 5 | 1 | 6 | 0 | 8 | -3
M5 ag | -4 | -1 | -1 | -2 | 0 | 8 | -2 | 1 | 0
CRFBP-R2 block | 14 | -8 | 3 | 26 | 3 | 12 | -4 | -16 | 4
